From PubChem BioAssay
ALOX12 inh = inhibitors of human 12S-lipoxygenase ALOX12; 1.1% of 580,000 active; Potency, µM (highest dose often 108 µM), inactives show at the highest dose activity change, negative = inhibition, hits mostly inhibitors; purified 12hLO, xylenol orange hydroperoxide absorbance; active = well fitted inhibition curve with a large enough effect; inconclusive = small, poorly fitted or top-dose-only effect, or another doubt; inactive = no such curve, though single readings can be large or run the other way
Target sequence (P18054 whole entry, looked up): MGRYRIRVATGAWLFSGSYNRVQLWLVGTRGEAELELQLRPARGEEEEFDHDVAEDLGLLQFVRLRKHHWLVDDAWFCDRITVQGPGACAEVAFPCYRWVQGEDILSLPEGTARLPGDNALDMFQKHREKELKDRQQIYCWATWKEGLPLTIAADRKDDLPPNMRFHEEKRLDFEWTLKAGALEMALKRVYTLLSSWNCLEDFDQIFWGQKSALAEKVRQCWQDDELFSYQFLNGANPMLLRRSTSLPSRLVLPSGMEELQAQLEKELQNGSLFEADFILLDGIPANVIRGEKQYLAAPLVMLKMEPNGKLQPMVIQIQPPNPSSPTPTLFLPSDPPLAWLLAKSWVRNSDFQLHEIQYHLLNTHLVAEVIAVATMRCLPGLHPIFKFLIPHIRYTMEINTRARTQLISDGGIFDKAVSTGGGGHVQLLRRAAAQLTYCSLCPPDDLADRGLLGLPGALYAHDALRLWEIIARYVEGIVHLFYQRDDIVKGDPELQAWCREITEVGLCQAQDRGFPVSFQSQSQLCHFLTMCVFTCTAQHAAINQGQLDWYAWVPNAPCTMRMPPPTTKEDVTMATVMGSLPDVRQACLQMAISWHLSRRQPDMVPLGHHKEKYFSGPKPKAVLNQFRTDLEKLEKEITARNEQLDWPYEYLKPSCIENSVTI
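Purified human 12hLO (150 nM final) in 25 mM Hepes, 0.01% Triton X-100, pH 7.0 was preincubated 15 min at room temperature with compound. Then 40 uM arachidonic acid was added, 30 min. Hydroperoxide was read by Fe-XO absorbance ratio 573/405 nm.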
The depositor's hits bear a star; ? = inconclusive; [ ] = another dose, or the depositor's remark. % is set by controls: 0 for no effect and ±100 for the full control effect; potency is the fitted concentration of half-maximal effect. The list is partial; the hit share may differ from the screen's.

SMILES	ALOX12 inh
Cc1cc(NCCc2c[nH]c(=O)[nH]c2=O)n2nccc2n1	63%[activator]
CCCCc1ccc2[nH]c(C)c(CCN)c2c1	3.2µM*
Cc1c(-c2ccc(Cl)cc2)c(=O)oc2ccc(OC(=O)N(C)C)cc12	30%
Cc1cc(N2CCNC[C@@H]2C)ccc1N1CCN[C@@H](C)C1	45µM*
COc1ccc(OC)c(S(=O)(=O)NC[C@H]2C[C@@H]3CCN2C[C@@H]3c2cc(-c3ccc(F)cc3)nn2C)c1	50%[activator]
CC(C)(C)CN1CCC2(COc3ccncc3S(=O)(=O)N2)C1 (centres undefined)	7%[6.33 µM]
COc1ccc(-c2cn(C[C@H]3CC4CCN3C[C@@H]4C(=O)NCc3ccc4c(c3)OCO4)nn2)cc1 (some centres undefined)	?
c1ccc(N2[C@@H]3CC[C@H]2c2ccncc2C3)cc1	9%
NC(=O)[C@@H]1CCCN1C(=O)[C@H](Cc1ccccc1)NC(=O)[C@@H]1CCCN1C(=O)[C@@H](N)Cc1ccc(O)cc1	1%[12.5 µM]
Cc1ccc(N=CN(C)C=Nc2ccc(C)cc2C)c(C)c1	124%[activator]
CS(=O)(=O)N1C[C@H]2CCN(Cc3ccncc3F)C[C@H]21	41%
CCCS(=O)(=O)N1[C@H]2CC[C@@H]1c1cnc(-c3ccc(F)cc3)nc1C2	14%
COc1cc2c(cc1-c1cccnc1OC)NC(=O)C21CCN(C(C)=O)CC1	-34%[176 µM]
O=C(NC[C@H]1C[C@@H]2CCN1C[C@@H]2CN1C[C@@H]2C[C@H](C1)c1cccc(=O)n1C2)Nc1ccccc1	11%
Cc1[nH]c2ccccc2c1/C=C/[N+](=O)[O-]	?
O=S(=O)(c1ccccc1)N1[C@H]2CC[C@@H]1c1cncnc1C2	24%
CC[C@]12CCN(CC3(O)CC3)C(Cc3ccc(O)cc31)C2(C)C	-5%
COc1cc2c(cc1OC1CCCC1)NC(=O)C21CCN(C(=O)Cc2ccccc2)CC1	0%[176 µM]
O=C(CCc1c[nH]c2ccccc12)N1[C@H]2CC[C@@H]1c1cnc(-c3ccc(F)cc3)nc1C2	-28%
COc1ncc(-c2cc3c(cc2OC)C2(CCN(C(C)=O)CC2)C(=O)N3)cn1	-7%[176 µM]
CC1(C)CC/C(=C/c2ccc(Cl)cc2)C1(O)Cn1cncn1 (centres undefined)	-9%[57.4 µM]
CN(C)Cc1cn(C[C@H]2C[C@@H]3CCN2C[C@@H]3C(=O)NCc2ccc(F)cc2)nn1	32%[activator][176 µM]
C#C[C@H]1CN2CC[C@H]1C[C@@H]2CNS(=O)(=O)c1ccc(C)cc1	?
Cc1nc(-c2ccccc2Br)cc([C@H]2CN3CC[C@H]2C[C@@H]3CNC(=O)c2ccco2)n1	-5%
CCCCc1cn(C[C@H]2CC3CCN2C[C@@H]3C(=O)NCc2ccco2)nn1 (some centres undefined)	9%[176 µM]
Later entries.
SMILES	ALOX12 inh
O=C(Oc1ccccc1)N1CCC2(CC1)CN(C(c1ccccc1)c1ccccc1)C2	5%[57.4 µM]
Clc1ccc([C@@H]2CC3CCC2N3)cn1 (some centres undefined)	-4%
CC[C@H]1CN2CC[C@H]1C[C@@H]2CNC(=O)C1CCCCC1	42%[activator][176 µM]
C=CCN(C)C[C@H]1CN2CC[C@H]1C[C@@H]2CNC(=O)COC	-1%[176 µM]
CCOC(=O)[C@]12Cc3cc(Cl)ccc3[C@H]1N(Cc1ccccc1)C(=O)c1cc(OC)ccc12	?
CC(C)n1c(C2CCNCC2)nn(C)c1=O	-7%
C=C1[C@@H](C)[C@H]2[C@H](Cc3ccccc3)NC(=O)[C@]23[C@H](OC(C)=O)/C=C/[C@](C)(O)C(=O)[C@@H](C)C/C=C/[C@H]3[C@@H]1O	-6%
O=C(CCc1ccccc1)N1[C@H]2CC[C@@H]1c1cnc(-c3ccc(F)cc3)nc1C2	-5%
Cc1cc(C)n(CCC(=O)N2[C@H]3CC[C@@H]2c2cnc(-c4ccc(F)cc4)nc2C3)n1	19%
Cn1cccc1CN1CCCC2(CC(c3cccnc3)=NO2)C1 (centres undefined)	3%[6.33 µM]
Cn1nc(-c2ccccc2)cc1[C@H]1CN2CC[C@H]1C[C@@H]2CNS(=O)(=O)Cc1ccccc1	67%[activator]
CC(C)(C)CC(C)(C)NCCc1ccccc1	?
CN1C(=O)[C@@H](NC(=O)c2cc3ccccc3[nH]2)N=C(c2ccccc2)c2ccccc21	-11%[22.9 µM]
CCc1cccc(NC(=O)N2[C@H]3CC[C@@H]2c2cncnc2C3)c1	51%[activator]
Cn1nc(C2CCCCC2)cc1[C@H]1CN2CC[C@H]1C[C@@H]2CNC(=O)Nc1ccccc1	-6%[176 µM]
Cc1cccc(-n2nnnc2C2(N3CCCCC3)CCCCC2)c1	18%
C=CCN(C)C[C@H]1CN2CC[C@H]1C[C@@H]2CNC(=O)NC(C)C	31%[activator][176 µM]
CN(Cc1ccccc1)C[C@H]1CN2CC[C@H]1C[C@@H]2CNC(=O)c1ccccc1	-1%[176 µM]
COc1cc(C2SCC(=O)Nc3c2c(C)nn3-c2ccc(C)cc2)ccc1O (centres undefined)	?
CCC(C)N1CCN(Cc2ccc(OC)c(Br)c2)CC1 (centres undefined)	?
O=C(Cc1ccc(Cl)cc1)N1CCN(C2CCN(Cc3ccccn3)C2=O)CC1 (centres undefined)	-2%
CCC(CC)(CNC(=O)CCCO)c1cccc(OC)c1	-5%[22.9 µM]
COc1ccc(CNC[C@H]2C[C@@H]3CCN2C[C@@H]3c2cc(-c3cccs3)nn2C)cc1	71%[activator][176 µM]
CNC1CCc2cc(OC)c(OC)cc21 (centres undefined)	?
CC[C@H]1CN2CC[C@H]1C[C@@H]2CNC(=O)NC(C)C	20%[176 µM]
Next section:
SMILES	ALOX12 inh
CC(O)CN1CCN(CC(=O)[O-])CCN(CC(=O)[O-])CCN(CC(=O)[O-])CC1.[Gd+3] (centres undefined)	-7%[22.9 µM]
COc1ccc(NC(=O)NC[C@H]2C[C@@H]3CCN2C[C@@H]3c2cc(-c3ccc(OC)c(OC)c3)nn2C)cc1	57%[activator]
COC[C@H]1C[C@@H](NC2CCOCC2)[C@H](O)[C@@H]1O	31%[activator][176 µM]
C=C[C@H]1CN2CC[C@H]1C[C@@H]2CNS(=O)(=O)c1ccc(NC(C)=O)cc1	19%[176 µM]
N#Cc1cccc(NC(=O)N2CC3(CCN(C(=O)Oc4ccccc4)CC3)C2)c1	-5%[57.4 µM]
CN1CCN2C(=O)N(Cc3cccnc3)C[C@H]2C1	0%[176 µM]
C#CCN1CCN(c2cccc(C)c2)CC1	10%
CN1C[C@H](CNC(=O)OCc2ccccc2)C[C@H]2c3cccc4c3c(cn4C)C[C@@H]21	?
O=C1NC2(CN(Cc3cccnc3)C2)Oc2ccccc21	69%[activator][176 µM]
O=P(OCCCl)(OCCCl)OCCCl	7%
Cn1cc(CN2CCN(C(=O)COc3ccc(F)cc3)CC2)ccc1=O	78%[activator]
O=C(Nc1ccccc1)N1[C@H]2CC[C@@H]1c1cncnc1C2	6%
O=c1cccc2n1C[C@H]1C[C@@H]2CN(C[C@H]2CN3CC[C@H]2C[C@@H]3CNS(=O)(=O)c2cccs2)C1	-16%
O=C1Nc2ccccc2CC12CCCN(Cc1ccncc1)C2 (centres undefined)	6%[6.33 µM]
FC(F)(F)CN1C2CCC1CN(c1ccccn1)C2	3%[12.5 µM]
CC(N)Cc1ccc(N(C)C)cc1 (centres undefined)	?
CC(C)NC(=O)N1[C@H]2CC[C@@H]1c1cnc(-c3ccc(F)cc3)nc1C2	13%
CN(C)C(=O)N1CCC2(CC1)NCc1ccccc1-n1ccnc12	38%
O=C(O)C1CN(Cc2ccoc2)CCN(C(=O)Cc2ccccc2)C1 (centres undefined)	2%
COc1ccc(C(=O)N2C[C@@H]3C[C@H](C2)c2ccc(NC(=O)CN(C)C)c(=O)n2C3)cc1	46%[activator][176 µM]
CCCCCN1C(=O)c2ccccc2[C@@]2(C(=O)OCC)Cc3cc(Cl)ccc3[C@@H]12	0%
Cc1ccc(NC(=O)CN2C(=O)CN=C(c3ccc(F)cc3)c3c2sc(C)c3C)cc1	?
CN1C(=O)C2(CCN(Cc3cc4n(n3)CCCNC4)CC2)c2ccccc21	29%
Clc1cc(Cl)cc(CN2Cc3cc(Br)ccc3-n3nncc3C2)c1	-10%
O=C(Nc1nccs1)[C@H]1CN2CCC1C[C@@H]2Cn1cc(CO)nn1 (some centres undefined)	?
The list continues:
SMILES	ALOX12 inh
COc1nc2ccccc2cc1CN1CCC2(C1)CN(C)C(=O)O2 (centres undefined)	?
Cn1nc(C2CCCCC2)cc1[C@H]1CN2CC[C@H]1C[C@@H]2CN	50%[activator][176 µM]
COc1cc2c(cc1OCC1CC1)NC(=O)C21CCN(C(=O)c2cccc(C#N)c2)CC1	-5%[176 µM]
CCCCNC(=O)NC(=O)CCl	?
O=C(NCc1ccc(F)cc1)[C@H]1CN2CCC1C[C@@H]2Cn1cc(-c2ccccn2)nn1 (some centres undefined)	9%[176 µM]
CN(Cc1ccccc1)C[C@H]1CN2CC[C@H]1C[C@@H]2CNC(=O)Nc1ccccc1	-4%[176 µM]
CN(Cc1ccccc1)Cc1cn(C[C@H]2CC3CCN2C[C@@H]3C(=O)NCc2ccccc2)nn1 (some centres undefined)	-6%
COc1ccc(CNCCc2c[nH]c3ccccc23)cc1	0.63µM*
C=C[C@H]1CN2CC[C@H]1C[C@@H]2CNC(=O)c1ccco1	39%[activator][176 µM]
COc1ccc(/C=C\[N+](=O)[O-])c(OC)c1	-8%
N#Cc1ccc2nc(-c3ccc(CN4CCC(n5nnc6ccccc65)CC4)cc3)c(-c3ccccc3)nc2c1	-9%
CN(C)Cc1ccccc1-c1ccc2n(c1=O)C[C@H]1C[C@@H]2CN(C(=O)c2cnccn2)C1	-14%[176 µM]
COc1cc2c(cc1OCC1CCCC1)N([S+](=O)([O-])c1cccc(C(F)(F)F)c1)CC21CCN(CC(=O)O)CC1	68%[activator]
COc1cc2c(cc1OCC1CC1)NC(=O)C21CCN(C(=O)c2cccc(O)c2)CC1	9%[176 µM]
O=C(C1CCCCC1)N1C[C@@H]2C[C@H](C1)c1c(-c3cccs3)ccc(=O)n1C2	8%[176 µM]
COc1cc2c(cc1CCc1ccccc1)N([S+](=O)([O-])c1ccc3c(c1)CCO3)CC21CCN(C(C)=O)CC1	-9%
CC(C)CCN1CCC2CC(=O)NCCC2C1 (centres undefined)	-16%[12.5 µM]
C=C[C@H]1CN2CC[C@H]1C[C@@H]2CNCc1ccc(OC(F)(F)F)cc1	2%[176 µM]
Cc1nc(-c2ccccc2)cc([C@H]2CN3CC[C@H]2C[C@@H]3CNC(=O)c2cccs2)n1	-26%[176 µM]
Cc1cc(C(=O)CCl)c(C)[nH]1	?

Among those listed so far, these have fluorine:
SMILES	ALOX12 inh
COc1ccc(OC)c(S(=O)(=O)NC[C@H]2C[C@@H]3CCN2C[C@@H]3c2cc(-c3ccc(F)cc3)nn2C)c1	50%[activator]
CS(=O)(=O)N1C[C@H]2CCN(Cc3ccncc3F)C[C@H]21	41%
CCCS(=O)(=O)N1[C@H]2CC[C@@H]1c1cnc(-c3ccc(F)cc3)nc1C2	14%
O=C(CCc1c[nH]c2ccccc12)N1[C@H]2CC[C@@H]1c1cnc(-c3ccc(F)cc3)nc1C2	-28%
CN(C)Cc1cn(C[C@H]2C[C@@H]3CCN2C[C@@H]3C(=O)NCc2ccc(F)cc2)nn1	32%[activator][176 µM]
O=C(CCc1ccccc1)N1[C@H]2CC[C@@H]1c1cnc(-c3ccc(F)cc3)nc1C2	-5%
Cc1cc(C)n(CCC(=O)N2[C@H]3CC[C@@H]2c2cnc(-c4ccc(F)cc4)nc2C3)n1	19%
Cn1cc(CN2CCN(C(=O)COc3ccc(F)cc3)CC2)ccc1=O	78%[activator]
FC(F)(F)CN1C2CCC1CN(c1ccccn1)C2	3%[12.5 µM]
CC(C)NC(=O)N1[C@H]2CC[C@@H]1c1cnc(-c3ccc(F)cc3)nc1C2	13%
Cc1ccc(NC(=O)CN2C(=O)CN=C(c3ccc(F)cc3)c3c2sc(C)c3C)cc1	?
O=C(NCc1ccc(F)cc1)[C@H]1CN2CCC1C[C@@H]2Cn1cc(-c2ccccn2)nn1 (some centres undefined)	9%[176 µM]
COc1cc2c(cc1OCC1CCCC1)N([S+](=O)([O-])c1cccc(C(F)(F)F)c1)CC21CCN(CC(=O)O)CC1	68%[activator]
C=C[C@H]1CN2CC[C@H]1C[C@@H]2CNCc1ccc(OC(F)(F)F)cc1	2%[176 µM]
